Screening results deposited in PubChem by several laboratories.
NR2E3 ag-1: activates human NR2E3 receptor; inhibition of corepressor binding, % at 3.98 µM; 360,000 tested, 0.35% active; CHO-S Gal4-NCOR/VP16-NR2E3 two-hybrid, luciferase; AID 602229;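 active = inhibition above the mean of all tested compounds plus 3 SD, cut at about 70% in these data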;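 also: 0% = DMSO with NR2E3 transfected cells and 100% = cells lacking NR2E3 construct; higher means lower luciferase signal from less NR2E3 corepressor binding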
PDI inh: blocks human protein disulfide isomerase activity; P07237; PDI insulin aggregation turbidity, A650, 90 min; inhibition, % at 10 µM; 350,000 tested, 0.052% active; AID 588391;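 active = mean inhibition across replicates of 30% or more, whatever share of single replicates reach that level; inconclusive = mean inhibition below 30% while every single replicate reaches 30%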;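 also: absorbance from insulin aggregation driven by PDI reduction with DTT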
Target sequence (P07237 whole entry, looked up): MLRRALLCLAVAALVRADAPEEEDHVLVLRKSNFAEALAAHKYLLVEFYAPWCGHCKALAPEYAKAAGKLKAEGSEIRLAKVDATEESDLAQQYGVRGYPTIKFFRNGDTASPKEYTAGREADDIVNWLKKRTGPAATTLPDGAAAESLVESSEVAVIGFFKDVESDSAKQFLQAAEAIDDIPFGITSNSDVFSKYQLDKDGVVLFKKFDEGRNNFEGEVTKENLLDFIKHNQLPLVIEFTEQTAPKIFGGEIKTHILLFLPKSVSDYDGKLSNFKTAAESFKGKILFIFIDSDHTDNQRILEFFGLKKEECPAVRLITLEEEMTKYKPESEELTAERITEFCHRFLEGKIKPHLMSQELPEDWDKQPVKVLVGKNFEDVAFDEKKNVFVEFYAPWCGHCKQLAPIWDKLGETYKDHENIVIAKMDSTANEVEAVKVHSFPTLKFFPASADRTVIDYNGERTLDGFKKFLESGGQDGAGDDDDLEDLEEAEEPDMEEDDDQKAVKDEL
NR2E3 ag-2: NR2E3 (human) agonism; Q9Y5X4; GST-NR2E3/biotin-RetCOR TR-FRET, 1536-well; inhibition of corepressor binding, % at 4.78 µM; 320,000 tested, 0.12% active; AID 2300;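 active = percent inhibition above the cutoff of mean plus 3 SD of all tested compounds, set per screening campaign, cut at about 20% in these data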;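 also: 0% = DMSO wells and 100% = biotin wells as full block of FRET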
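Material – GST-tagged NR2E3 plus biotinylated RetCOR corepressor · Quantity – NR2E3 fusion 1.35 nM · Times – 5 h incubation at 4 °C · Medium – pH 7.5 Tris-based buffer · Technique – TR-FRET, Eu(K)-anti-GST donor, streptavidin-D2 acceptor, ex 340, em 617/671 nm · Benchmarks – high control biotin, low control 0.6% DMSO · Format – 1536-well plates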
Shn3 3UTR inh: Schnurri-3 reporter inhibition in Clone20 osteoblasts; AID 588674; 360,000 tested, 0.52% active; Clone20 osteoblast Shn3 3'UTR firefly luciferase, 24 h; inhibition, % at 12.5 µM;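 active = mean inhibition of at least 75% with every replicate also reaching 75%; inconclusive = mean inhibition at least 75% but some replicate below; inactive = mean inhibition below 75%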;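 also: 0% = median of neutral control wells and 100% = pilot-screen positive control compound; some compounds past the cut are filed as inactive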
HIF-2a inh: HIF-2a inhibition; AID 624352; 786-0 RCC cells HIF-2a reporter, luciferase luminescence, overnight; inhibition, % at 18.8 µM; 360,000 tested, 0.72% active;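 active = inhibition of the luminescence signal of 40% or more relative to plate controls, in a single-dose primary screen at 18.75 µM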
Peg3 promoter: inhibitors of Peg3 promoter. HeLa PEG-Prom luciferase reporter, luminescence, overnight. inhibition, % at 20 µM. 360,000 tested, 1.7% active. AID 588405;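 active = inhibition of at least 50% at 20 µM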
CaV13 FRET inh: Primary screen for inhibitors of IQ motif and Ca2+-dependent inactivation inhibitor domain binding in CACNA1D, Förster resonance energy transfer in living cells, … | inhibition, % at 12.3 µM | HEK cells, CFP/YFP FRET ICDI-IQ, plate reader, 10 min; percent FRET-ratio fall versus neutral wells | 340,000 tested, 0.098% active;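 active = mean replicate inhibition of at least 30% and at least 1% of replicates passing that level; inconclusive = only one of the two criteria is met; inactive = neither criterion is met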;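 also: 0% = median of the neutral control wells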
iPSC survival up: increases survival of single human iPS cells | hiPSC single-cell survival, ATPlite luminescence; 100% = ROCK inhibitor wells, 0% = DMSO | survival enhancement, % at 20 µM | 360,000 tested, 0.044% active | AID 602274; in the data active = survival enhancement above about 18%;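 also: cells exposed to compounds for 16 hours before the ATP read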
HTR2A ag: mouse HTR2A agonism via beta-arrestin recruitment; P35363; CHO-K1 mHTR2A beta-arrestin complementation, luminescence; percent of 30 µM serotonin response; activation, % at 7.6 µM; 360,000 tested, 0.66% active; AID 624169;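 active = activation above a run cutoff, the mean activation of all tested compounds plus 3 SD, cut at about 14% in these data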;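 also: 0% = plate median of compound wells and 100% = 30 µM serotonin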
Target sequence (P35363 whole entry, looked up): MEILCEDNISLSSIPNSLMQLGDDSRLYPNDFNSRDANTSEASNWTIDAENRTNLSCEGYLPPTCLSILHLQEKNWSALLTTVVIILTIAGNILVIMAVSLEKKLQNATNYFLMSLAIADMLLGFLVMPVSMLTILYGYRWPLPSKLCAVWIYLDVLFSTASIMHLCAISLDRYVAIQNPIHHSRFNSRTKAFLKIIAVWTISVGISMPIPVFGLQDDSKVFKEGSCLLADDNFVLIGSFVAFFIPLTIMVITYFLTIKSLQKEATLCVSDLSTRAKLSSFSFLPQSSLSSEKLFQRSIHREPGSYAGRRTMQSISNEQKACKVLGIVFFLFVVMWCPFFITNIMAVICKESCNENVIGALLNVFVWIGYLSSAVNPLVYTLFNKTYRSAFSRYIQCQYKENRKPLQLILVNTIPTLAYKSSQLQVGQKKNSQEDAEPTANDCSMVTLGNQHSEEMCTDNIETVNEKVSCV
MITF TRPM1 inh: MITF TRPM1 promoter inhibition in SK-MEL-5 cells. inhibition, % at 12.5 µM. SK-MEL-5 TRPM1 promoter luciferase, 24 h. 330,000 tested, 0.83% active. AID 488899;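 active = mean inhibition across replicates of 60% or more, whatever share of single replicates reaches that level; inconclusive = some that reach 60%, reason not given; inactive = mean inhibition across replicates below 60%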; also: values of inactives mirror those of a sister screen read the other way
Cardio protect: protects H9c2 cardiomyocytes from peroxide injury; H2O2 injury protection, ATPLite, 2 h; protection from H2O2 cell death, % at 20 µM; 360,000 tested, 0.63% active; AID 588492;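 active = compounds giving at least 50% protection of heart cells from peroxide-induced death in the single-dose screen, raw or plate-pattern-corrected value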;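 also: 0% = DMSO wells with peroxide and 100% = DMSO wells without peroxide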
* hit, by the source's call; u = inconclusive; x = no result given. The order is random, and some 3.9% of all compounds hit somewhere here.

Fields: NR2E3 ag-1, PDI inh, NR2E3 ag-2, Shn3 3UTR inh, HIF-2a inh, Peg3 promoter, CaV13 FRET inh, iPSC survival up, HTR2A ag, MITF TRPM1 inh, Cardio protect
O=C(COC(=O)Cc1ccccc1F)Nc1cccc(F)c1
  -17, 1, 2, 7, 6, -9, 8, 0.0, -2, -4, 3
Cc1nonc1OCCN1CCN(c2ccccc2[N+](=O)[O-])CC1
  -2, 4, -4, 17, 7, 2, -5, 0.5, -4, 8, -2
CC(C)(C)c1cc(CSC(=S)NC2CCS(=O)(=O)C2)c(Br)c(C(C)(C)C)c1 (configuration not stated)
  -3, 9, 4, 1, 19, 18, 0, -0.7, 3, 13, -18
Oc1c(C=C2N=c3ccccc3=N2)sc(=S)n1-c1ccc2ccccc2c1
  -37, 3, 1, 33, -17, -5, -14, 0.3, 0, 8, -6
Cn1nnnc1Sc1ncnc2scc(-c3cccc(Br)c3)c12
  51, -3, x, 3, 82*, 94*, -5, -3.0, -5, 84*, -19
CC(C)CNC(=O)C1(C)CCN1C(=O)c1ccc(C(C)(C)C)cc1 (configuration not stated)
  23, 1, x, 32, 11, 4, -4, 0.4, 4, x, -18
O=C(NCCC1=CCCCC1)Nc1ccc2nsnc2c1
  -153, 2, 2, -58, -227, -257, 6, 2.4, -8, -69, -21
O=C(Cn1nnc(-c2ccc(F)cc2)n1)NC(=O)NC1CCCCC1
  -13, -5, x, 4, 2, 3, -4, 5.7, 10, x, -3
COc1c(Cl)cc(Cl)cc1CNCCNCCO
  2, 2, -1, 19, 12, 0, -9, -1.8, 0, 3, 8
COc1cccc(N2C(=O)CC(N3CCN(S(=O)(=O)c4ccccc4)CC3)C2=O)c1 (configuration not stated)
  -9, 8, 4, -11, 12, 5, -5, 4.3, 0, -10, 0
Cc1cccc(C(=O)NC(=S)Nc2ccc(S(=O)(=O)N3CCN(C)CC3)cc2)c1
  -5, 1, -4, -2, -6, 10, x, -0.2, -7, 7, -5
O=S(=O)(NCCCN1CCN(c2ccccc2F)CC1)c1cccc2cccnc12
  10, 6, -1, -2, -11, 18, x, 2.5, 1, 7, 4
Cc1ccc(C)c(N(CC(=O)NC2CCCC2)C(=O)c2cc3cc4cc(C)ccc4nc3s2)c1
  -14, -8, -1, 46, 8, 16, -8, -0.8, 3, 5, 10
O=C(Nc1ccc(-c2csc(Nc3ccccc3)n2)cc1)c1cc([N+](=O)[O-])cc(C(F)(F)F)c1
  -8, -6, 0, 7, -17, 23, -4, 3.0, 5, 5, -9
COc1ccc2nc(Nc3nc(CSc4ccc(C)cc4)cc(=O)[nH]3)nc(C)c2c1
  -2, 5, 4, u, 13, 22, -6, -0.1, 1, -19, 16
CCN(CC)CCN1C(=O)C2C(C(=O)Nc3cccc(C)c3)C3C=CC2(O3)C1C(=O)NC1CCCC(C)C1C (configuration not stated)
  6, 7, 2, 4, 13, -2, -7, -0.2, 5, 7, -8
S=c1[nH]nc(C23CC4CC(CC(C4)C2)C3)n1Cc1ccco1
  -19, 4, 0, -1, 7, 1, -4, -1.8, 0, -4, -4
CCC(C(=O)NC(C)CCc1ccco1)n1nc(C)n2c(cc3occc32)c1=O (configuration not stated)
  -11, 2, 3, 9, 20, 28, -7, 3.4, 3, 0, -4
Cc1ccc(NC(=O)Cn2c(O)c(N=NC(N)=O)c3ccccc32)cc1
  6, 5, -2, 8, 16, 21, 6, -0.2, 0, 14, -10
CC1CCCCN1Cc1c(O)ccc2c(=O)c(-c3ccc(Cl)cc3Cl)coc12 (configuration not stated)
  -7, 13, 2, 6, 3, 6, -5, -0.5, -6, -3, -2

Shown in markdown: 9 of the compounds above.
| SMILES | NR2E3 ag-1 | PDI inh | NR2E3 ag-2 | Shn3 3UTR inh | HIF-2a inh | Peg3 promoter | CaV13 FRET inh | iPSC survival up | HTR2A ag | MITF TRPM1 inh | Cardio protect |
| --- | --- | --- | --- | --- | --- | --- | --- | --- | --- | --- | --- |
| O=C(COC(=O)Cc1ccccc1F)Nc1cccc(F)c1 | -17 | 1 | 2 | 7 | 6 | -9 | 8 | 0.0 | -2 | -4 | 3 |
| Cc1nonc1OCCN1CCN(c2ccccc2[N+](=O)[O-])CC1 | -2 | 4 | -4 | 17 | 7 | 2 | -5 | 0.5 | -4 | 8 | -2 |
| CC(C)(C)c1cc(CSC(=S)NC2CCS(=O)(=O)C2)c(Br)c(C(C)(C)C)c1 (configuration not stated) | -3 | 9 | 4 | 1 | 19 | 18 | 0 | -0.7 | 3 | 13 | -18 |
| Oc1c(C=C2N=c3ccccc3=N2)sc(=S)n1-c1ccc2ccccc2c1 | -37 | 3 | 1 | 33 | -17 | -5 | -14 | 0.3 | 0 | 8 | -6 |
| Cn1nnnc1Sc1ncnc2scc(-c3cccc(Br)c3)c12 | 51 | -3 | x | 3 | 82* | 94* | -5 | -3.0 | -5 | 84* | -19 |
| CC(C)CNC(=O)C1(C)CCN1C(=O)c1ccc(C(C)(C)C)cc1 (configuration not stated) | 23 | 1 | x | 32 | 11 | 4 | -4 | 0.4 | 4 | x | -18 |
| O=C(NCCC1=CCCCC1)Nc1ccc2nsnc2c1 | -153 | 2 | 2 | -58 | -227 | -257 | 6 | 2.4 | -8 | -69 | -21 |
| O=C(Cn1nnc(-c2ccc(F)cc2)n1)NC(=O)NC1CCCCC1 | -13 | -5 | x | 4 | 2 | 3 | -4 | 5.7 | 10 | x | -3 |
| COc1c(Cl)cc(Cl)cc1CNCCNCCO | 2 | 2 | -1 | 19 | 12 | 0 | -9 | -1.8 | 0 | 3 | 8 |

The results go on.
Fields: NR2E3 ag-1, PDI inh, NR2E3 ag-2, Shn3 3UTR inh, HIF-2a inh, Peg3 promoter, CaV13 FRET inh, iPSC survival up, HTR2A ag, MITF TRPM1 inh, Cardio protect
C[C@H](O)Cc1cn(-c2cc3cc(C#Cc4ccsc4)ccc3oc2=O)nn1
  -37, 3, 1, 9, 0, 7, -10, 3.6, -1, 3, -4
CSc1ncc(C(=O)Nc2cc(C)ccc2C)c(C)n1
  -27, -3, x, 6, 10, -1, -3, -0.3, -5, 9, 8
CCN1C(Nc2ccccc2)=NC[C@@H]1CC(C)C
  18, 7, 3, -52, 3, 2, -9, -1.7, -1, -2, 0
CC(C)CC(=O)Nc1ccc(C(=O)COC(=O)C2CCC2)cc1
  -7, -8, -1, 17, -4, -1, -2, 0.1, 5, -9, -6
CCOC(=O)c1cc(-c2ccccc2)sc1NC(=O)C(C)(C)C
  -2, -5, 0, -1, 8, 16, x, 0.3, 5, -3, -4
Nc1c(C(=O)c2ccc(F)cc2)oc2ccccc12
  -68, 2, 2, -10, -242, -132, -9, -1.5, -6, -24, -12
Cc1nnc(SCC(=O)N(C)CC(=O)Nc2ccc(F)cc2)n1Cc1ccccc1
  -6, 1, 3, 5, 21, 2, -1, 0.2, 2, 4, -6
C=CCSC1=C(C#N)C(c2ccccc2OCC)C(C#N)C(=O)N1 (configuration not stated)
  12, -1, 7, -16, 11, -1, -5, 1.9, -3, 4, 0
CCCc1nc(N)sc1C(=O)OCC
  7, -1, 1, -1, -2, 5, 0, -2.9, -3, 7, 8
CCN(CC)c1ccc(S(=O)(=O)N2CCOCC2)cc1NC(=O)CSc1nnc(N)s1
  11, 4, 1, -5, 12, 3, -2, -0.4, 10, 1, 1
O=C(COc1cccc(F)c1)Nc1ccc2[nH]c(=O)[nH]c2c1
  -10, 8, 1, 7, 11, -3, 10, -0.1, 3, -5, 2
Fc1ccc(NC(=S)Nc2ccc(F)c(Cl)c2)cc1Cl
  8, 6, -2, 42, -24, 12, x, -2.4, 1, 8, -33
COc1ccc(S(=O)(=O)N(C)CC(=O)Nc2ccc3c(c2)OCCO3)cc1
  3, 6, -3, 20, -3, 12, -5, -0.5, 3, 3, -1
Cc1ccc(NC(NC(=O)c2ccccc2[N+](=O)[O-])C(Cl)(Cl)Cl)cc1 (configuration not stated)
  9, -3, -3, 20, 23, 13, -5, -2.8, -4, -1, -11
CSc1ccc(/C=C/C(=O)OCC(=O)c2ccc[nH]2)cc1
  -19, 1, -1, -29, -148, -56, -20, -1.1, 5, -26, -7
CCOc1ccc(N=c2cc(-c3ccc(OC)cc3)oc3ccccc23)cc1
  -99, -5, 1, -12, -31, 4, -5, -1.5, -6, 8, -12
COc1ccc(-c2cc3c(=O)n(CC(=O)NCc4ccc(C)cc4)ncn3n2)cc1
  1, x, 1, -26, 5, -1, -6, -0.2, 5, -13, -6
O=C(NCc1cccs1)C(=O)c1c[nH]c2ccccc12
  -10, 7, -1, 10, -110, -88, 4, -2.9, 0, -22, -3
CC(C(=O)NN)n1nnc(N2CCOCC2)n1 (configuration not stated)
  -13, -9, 0, 9, 14, -5, -21, -0.2, 4, 5, 4
Cc1cc(C)c(C(=O)COC(=O)CNC(=O)c2ccccc2C)c(C)c1
  -6, 4, -1, 7, 9, 6, -3, 0.5, 3, 6, -2

Following part:
Abbreviations – A = NR2E3 ag-1; B = PDI inh; C = NR2E3 ag-2; D = Shn3 3UTR inh; E = HIF-2a inh; F = Peg3 promoter; G = CaV13 FRET inh; H = iPSC survival up; I = HTR2A ag; J = MITF TRPM1 inh; K = Cardio protect
OCC1CCCCN1C(=S)Nc1cccc(Cl)c1 (configuration not stated)
  A: -12; B: -1; C: -4; D: 4; E: 14; F: -7; G: 1; H: 0.3; I: 5; J: 4; K: -1
CSc1cccc(NC(=O)C2CCCN2S(=O)(=O)c2ccc3c(c2)CCC(=O)N3)c1 (configuration not stated)
  A: -10; B: -2; C: 0; D: -12; E: -3; F: -14; G: -9; H: -2.5; I: 4; J: 10; K: 2
COc1ccc(C)cc1S(=O)(=O)N1CCCCC1
  A: -9; B: -6; C: 2; D: -13; E: -10; F: -7; G: x; H: -0.9; I: 0; J: 3; K: 8
CCc1ccc(NC(=O)CSc2nnc(CC)c(CC)n2)cc1
  A: -11; B: -3; C: 1; D: 9; E: 8; F: 1; G: -8; H: 1.2; I: -2; J: 5; K: -4
C[C@H](CO)N1C[C@H](C)[C@@H](CN(C)S(=O)(=O)c2ccccc2F)OCc2cnnn2CCCC1=O
  A: 13; B: -20; C: x; D: -18; E: 2; F: -1; G: -9; H: 10; I: 5; J: x; K: -1
O=S(=O)(Nc1cccnc1Cl)c1ccc2c(c1)OCCO2
  A: 14; B: 17; C: -1; D: 30; E: -7; F: 13; G: -7; H: 7.3; I: 4; J: -6; K: 12
O=C(COC(=O)c1ccccc1O)NC(c1ccccc1)c1ccccc1
  A: -6; B: -1; C: x; D: -9; E: 5; F: -4; G: -6; H: -0.5; I: 0; J: 12; K: -2
Cc1nn(CC(=O)Nc2ccc(Cl)cc2Cl)c(=O)c2ccccc12
  A: -3; B: 6; C: -2; D: -2; E: 25; F: 2; G: -4; H: -0.3; I: 5; J: 16; K: 6
